# CHO parental Ca = signal in parental CHO cells, OX1R antagonist counter-screen; inhibition, % at 5.6 µM; parental CHO-K1, ATP-induced calcium, Fluo-8 fluorescence; AID 463079; 0.63% of 330,000 active;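 active = inhibition above that plate's mean sample inhibition plus 3 SD, cut at about 26% in these data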;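 note: 0% = ATP-challenged DMSO wells and 100% = DMSO wells without ATP; some compounds past the cut are filed as inactive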
#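 Material: Parental CHO cells | Reagent: ATP | Compound dosing: Single nominal dose of 5.6 µM per compound | Detection: Intracellular calcium via Fluo-8 no-wash fluorescent dye | Read-out: % inhibition of ATP-induced calcium mobilization | Benchmarks: Low control ATP plus DMSO, high control DMSO only | Replicates: Singlicate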
# M1 ag parental = counter-screen for M1 agonists: effect in parental CHO-K1 cells. Fluo-8 calcium fluorescence; scaled to maximal ATP response, vehicle zero. 0.48% of 360,000 active. activation, % at 3 µM. AID 602248; in the data active = activation above about 15%;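 note: untransfected CHO-K1 host cells lacking M1 receptor as counterscreen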
# GPR7 antagonist = blocks human GPR7 receptor signaling | P48145 | GPR7-expressing cells, fluorescence antagonist assay | inhibition, % at 4.4 µM | 1.1% of 290,000 active | AID 1861; in the data active = inhibition above about 16%, passing the limit was not always enough;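 note: cells stimulated with the agonist NPW; 0% = agonist with vehicle and 100% = vehicle without agonist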
# OXTR potentiate = potentiates the human oxytocin receptor response; CHO-OTR cells, Fluo-8 calcium fluorescence, potentiator mode; 0% = oxytocin EC15, 100% = EC100; AID 2445; 0.061% of 320,000 active; P30559; activation, % at 3 µM;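 active = activation above that plate's cutoff, the mean activation of tested compounds plus 3 SD, cut at about 6.6% in these data, passing the limit was not always enough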;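 note: 100% uses oxytocin at 75 nM as the full agonist control; some results filed as inactive read as strong as hits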
#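 Assay system: CHO cell line stably expressing human OTR | Also added: Oxytocin at about EC15, sub-maximal agonist stimulus | Times: Compound 6 min at room temperature before oxytocin, 100 s read | Measured by: Fluo-8 intracellular calcium fluorescence, ex 470-495, em 515-575 nm | Controls: EC15 oxytocin alone as 0%, 75 nM oxytocin as 100%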
# OXTR agonist = activates the human oxytocin receptor; 0.32% of 320,000 active; activation, % at 3 µM; CHO-OTR cells, Fluo-8 calcium fluorescence; normalized: DMSO 0%, oxytocin 100%; P30559; AID 2435;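 active = activation above the mean of all tested compounds plus 3 SD, cutoff set per screening run, cut at about 20% in these data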;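 note: peak over basal fluorescence ratio from a 100 s FLIPR kinetic read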
# TAAR1 antag = human TAAR1 antagonism. inhibition, % at 3 µM. 1.5% of 360,000 active. Q96RJ0. CHO RD-HGA16 TAAR1, Fluo-8 calcium fluorescence, antagonist. AID 624466;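 active = inhibition above a per-plate cutoff, the mean inhibition of test compounds on that plate plus 3 SD, cut at about 49% in these data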;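 note: 0% = DMSO plus EC80 beta-PEA response and 100% = DMSO alone without agonist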
# Target sequence (Q96RJ0 whole entry, looked up): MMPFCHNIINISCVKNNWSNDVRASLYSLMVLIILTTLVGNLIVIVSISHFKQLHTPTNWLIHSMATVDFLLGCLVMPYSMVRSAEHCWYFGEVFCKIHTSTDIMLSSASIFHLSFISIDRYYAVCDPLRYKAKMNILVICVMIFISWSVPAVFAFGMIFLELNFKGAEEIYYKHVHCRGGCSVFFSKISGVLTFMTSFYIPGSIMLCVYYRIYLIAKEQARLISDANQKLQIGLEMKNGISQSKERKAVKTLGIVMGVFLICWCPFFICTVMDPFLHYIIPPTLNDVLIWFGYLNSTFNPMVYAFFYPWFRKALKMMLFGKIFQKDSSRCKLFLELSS
#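 System: RD-HGA16 CHO cells with stable hTAAR1 and Gα16 | Probe or stimulus: EC80 β-phenethylamine stimulus | Dosing: 3 µM, single point | Times: Dye loading 75 min at 37 °C, then 30 min room temperature | Measured by: Fluo-8 calcium-sensitive fluorescence | Read-out basis: % inhibition of agonist calcium response | Replicates: n of 1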
# V1R ag counter = counter-screen for oxytocin receptor agonists: human V1a receptor agonists. CHO-V1R cells, Fluo-8 calcium fluorescence, agonist mode; 0% DMSO, 100% 3 nM vasopressin. AID 2797. P37288. activation, % at 3 µM. 0.25% of 320,000 active;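 active = activation above the mean activation of all tested compounds plus 3 SD, per screening run, cut at about 20% in these data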;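 note: signal is peak over basal fluorescence ratio across a 100 second FLIPR read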
# Target sequence (P37288 whole entry, looked up): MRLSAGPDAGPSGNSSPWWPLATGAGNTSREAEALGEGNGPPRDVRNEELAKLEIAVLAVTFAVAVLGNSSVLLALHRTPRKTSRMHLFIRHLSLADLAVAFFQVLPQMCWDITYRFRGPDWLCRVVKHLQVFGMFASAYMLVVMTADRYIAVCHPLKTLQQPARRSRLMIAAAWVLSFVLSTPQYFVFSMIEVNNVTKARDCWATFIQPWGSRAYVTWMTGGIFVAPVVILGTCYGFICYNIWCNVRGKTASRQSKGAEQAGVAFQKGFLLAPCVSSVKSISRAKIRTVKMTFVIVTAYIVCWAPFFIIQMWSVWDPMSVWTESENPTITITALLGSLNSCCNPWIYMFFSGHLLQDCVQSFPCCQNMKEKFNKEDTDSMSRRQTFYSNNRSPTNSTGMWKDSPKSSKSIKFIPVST
# CHO-K1 Ca PAM = counter-screen for M1 PAMs: effect in parental CHO-K1 cells; AID 602247; 0.02% of 360,000 active; ATP EC20, Fluo-8 calcium fluorescence; 0% at ATP EC20, 100% at ATP max; activation, % at 3 µM;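 active = activation above the run cutoff, the mean activation of all test compounds plus 3 SD, cut at about 40% in these data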;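 note: peak over basal fluorescence ratio in a 140 s read after ATP addition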
# CHO-K1 Ca antag = counter-screen for M1 antagonists: effect in parental CHO-K1 cells; ATP-induced calcium, Fluo-8 fluorescence; inhibition, % at 3 µM; 0.6% of 360,000 active; AID 602250;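 active = inhibition above a per-plate cutoff, the plate's mean sample inhibition plus 3 SD, cut at about 24% in these data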;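 note: 0% = DMSO plus EC80 ATP and 100% = DMSO alone without ATP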
# Starred values were filed as active, the others as inactive; x = not tested or not shown. Hits appear at their usual frequency. Share with any hit: about 3.5%.
entry	SMILES	CHO parental Ca	M1 ag parental	GPR7 antagonist	OXTR potentiate	OXTR agonist	TAAR1 antag	V1R ag counter	CHO-K1 Ca PAM	CHO-K1 Ca antag
1	COc1ccccc1N(C)S(=O)(=O)c1ccc(C(=O)OCC(=O)c2c[nH]c3ccccc23)cc1	8	3.7	-4	-9	0.4	48	2.4	8	9
2	Cc1ccc(CNCCNCCO)s1	-11	0.8	-6	-9	0.2	-4	0.5	23	-5
3	CC(C)(C)CC(=O)Nc1ccc(Nc2ccccc2)cc1	6	0.9	-1	-12	2.0	12	1.6	-1	9
4	CCOC(=O)c1cc2c(ccc3ccccc32)oc1=O	-7	-0.3	6	-3	-2.4	0	-1.4	3	-8
5	O=C(c1ccc(Cl)cc1)C1CCCN(Cc2cccn2-c2ccccn2)C1 (stereo not drawn)	-10	2.8	19	-5	3.2	-25	1.6	18	-11
6	COc1cccc(-c2cc(C(F)(F)F)nc(N3CCN(c4ccccc4)CC3)n2)c1	-12	0.4	-9	-16	-0.8	-14	1.3	10	-7
7	Cc1ccc(/C=C/C(=O)N2CC(=O)Nc3ccccc32)o1	-8	0.2	-5	-8	0.0	3	0.2	12	-14
8	Clc1ccc2c(c1)-c1ccccc1C1=NCCN12	x	-0.1	x	x	x	-12	x	-6	5
9	O=C(NC12CCC(O)C(SC1)/C2=N/O)c1ccccc1 (stereo not drawn)	6	0.0	13	-4	1.8	-1	1.5	5	1
10	CC1CCCN(C(=O)CN2C(=O)C(C)Oc3ccccc32)C1 (stereo not drawn)	5	-0.1	1	-2	-0.6	-2	12	14	-1
11	O=C(CN1C(=O)NC2(CCc3ccccc32)C1=O)Nc1cccc(F)c1 (stereo not drawn)	-4	0.1	x	-3	1.0	-4	0.9	-21	12
12	CCCn1c(SCC(=O)Nc2cccc(S(=O)(=O)NC3=NCCCCC3)c2)nc2ccccc2c1=O	-33	-0.4	-15	-13	-2.7	-8	-0.4	6	-6
13	Cc1ccc(OC(C)C(=O)N2CCc3ccccc32)cc1 (stereo not drawn)	-9	-0.3	-3	-6	-1.9	3	-1.8	-5	9
14	Cc1ccc(/C=N/c2sc3c(c2C(N)=O)CCCC3)o1	-20	11	-9	-9	0.1	10	-0.2	19	-12
15	O=C(c1cc2sccc2n1Cc1ccccc1)N1CCc2ccccc21	-37	-0.2	-12	-9	-0.9	-13	-0.2	16	-10
16	CN(C)C1(CNC(=O)C2CCN(S(=O)(=O)c3ccccc3C(F)(F)F)CC2)CCCCC1	-16	1.0	-16	-4	0.8	-15	0.3	13	-7
17	Cc1c(Cl)cnc(NC(=O)COC(=O)c2cccs2)c1Cl	-13	0.1	x	-6	-1.4	11	-0.5	15	-5
18	Cc1ccc(S(=O)(=O)NC(=NCC(=O)O)c2ccc(F)cc2)cc1	-1	1.2	1	-5	0.6	8	0.1	22	-7
19	CC(=O)Nc1cc(-c2ccc(F)cc2)cn2c(-c3ccc(S(C)(=O)=O)cc3)cnc12	x	1.9	x	x	x	-2	x	2	-4
20	COCC(=O)NNC(=O)c1ccc(OC)cc1	13	0.2	-4	-6	0.8	-8	0.1	6	-5
21	COc1ccc(C(CC(=O)N2CCN(C)CC2)NC(=O)C(F)(F)F)cc1 (stereo not drawn)	1	0.3	-13	-17	0.6	-6	0.1	-9	-3
22	CCCOc1ccc2oc(=O)c3c(c2c1)CCCN3C(=O)CN1CCN(c2ncccn2)CC1	2	-0.3	-3	-10	2.5	2	0.9	0	-8
23	COc1ccc(-n2c(Cc3cc(=O)[nH]c(=O)[nH]3)nnc2SCc2ccccc2)cc1	-7	-0.5	-7	-2	0.8	x	-0.6	2	1
24	COc1ccc(NC(=O)COn2nnc3ccc(Cl)cc32)cc1OC	-11	2.1	20	-7	1.9	-1	0.5	-14	-1
25	S=c1[nH]nc(-c2ccn[nH]2)n1-c1ccccc1Cl	-6	0.4	-3	7	0.0	-6	0.0	6	-9
26	COc1ccc(-c2nnc(SCCc3ccccc3)n2N)cc1	-12	-0.4	-1	-3	-1.3	-6	-0.3	0	5
27	Cc1cccc(Oc2c(C=O)c3ccccc3n2C)c1	-24	-0.2	-10	-6	-2.3	4	-1.3	14	-12
28	O=C(Nc1nncs1)c1ccc(F)c(S(=O)(=O)N2CCCCC2)c1	x	1.3	-6	x	x	0	x	-3	3
29	C/C(=N/NS(=O)(=O)c1ccc(Br)cc1)c1ccc(NC(=O)c2ccc(C)o2)cc1	-16	0.3	7	-11	5.6	11	3.5	21	-5
30	Cc1cc(NC(=O)c2ccc(Cl)c(S(=O)(=O)N3CCOCC3)c2)no1	-5	0.3	-8	-6	-0.2	15	1.3	-2	6

# 4 compounds out of the list above, ordered by the value under TAAR1 antag, falling.
cpd | Structure | TAAR1 antag
18 | Cc1ccc(S(=O)(=O)NC(=NCC(=O)O)c2ccc(F)cc2)cc1 | 8
26 | COc1ccc(-c2nnc(SCCc3ccccc3)n2N)cc1 | -6
20 | COCC(=O)NNC(=O)c1ccc(OC)cc1 | -8
16 | CN(C)C1(CNC(=O)C2CCN(S(=O)(=O)c3ccccc3C(F)(F)F)CC2)CCCCC1 | -15

# Additional records.
31	Cc1cc2nc(-c3cccnc3SCC(=O)NCc3ccco3)[nH]c2cc1C
32	CCOC(=O)CC1C(=O)NCCN1Cc1ccc(OC)c(OC)c1 (stereo not drawn)
33	CCOC(=O)CNC(=O)c1cc(-c2ccc3c(c2)OCCO3)oc1C
34	Cc1cccc(OCCC(=O)Nc2ccc(Cl)cc2F)c1
35	COc1cc(/C=N/Nc2nc(C)nc3c2cnn3-c2ccccc2)ccc1O
36	Cc1ccc(S(=O)(=O)C2(C(=O)NC3CCCCC3)CC2)cc1
37	O=C(CN1CCN(c2ccccc2O)CC1)Nc1ccc(S(=O)(=O)N2CCCCCC2)cc1
38	NC(=O)CNc1n[nH]c(=S)[nH]c1=O
screen / no.	31	32	33	34	35	36	37	38
CHO parental Ca	-14	-14	-22	-6	x	-7	x	-2
M1 ag parental	0.3	1.8	1.1	-0.1	2.6	-0.3	-0.1	0.3
GPR7 antagonist	7	1	3	2	-1	-20	x	-9
OXTR potentiate	-3	-8	-8	-10	x	0	x	-7
OXTR agonist	-0.1	-0.1	-0.8	-2.5	x	-1.4	x	3.8
TAAR1 antag	-1	-6	1	-1	20	-31	11	-2
V1R ag counter	0.3	0.8	0.1	-0.9	x	-0.3	x	1.2
CHO-K1 Ca PAM	-5	9	16	-2	15	-2	-10	3
CHO-K1 Ca antag	-12	-16	-9	-4	-12	-15	7	3

39	Cc1cc(F)c(F)c(C(=O)N2CCC(C)CC2)c1Cl
40	COc1ccc(CN2CCN(C(=O)c3cccs3)CC2)cc1
41	CCn1cc([N+](=O)[O-])c(C(=O)N2CCCC2)n1
42	CCc1nc(SCC(=O)Nc2nc3c(s2)CCCC3)c2ccccc2n1
43	CN(Cc1ccco1)c1ncnc2ccc(-c3ccccc3Cl)cc12
44	Cc1ccc(C(=O)N/C(=C\c2cn(C)c3ccccc23)C(=O)OCCN(C)C)cc1
45	COC(=O)C(Cc1ccccc1)NC(=O)CCNC(=O)c1ccc(Br)cc1 (stereo not drawn)
46	Cc1c(C(=O)N2CCCC2)c(S(=O)(=O)Nc2ccccc2)c(C)n1C
screen / no.	39	40	41	42	43	44	45	46
CHO parental Ca	2	-12	x	-25	-18	-25	-10	-5
M1 ag parental	-0.4	0.7	0.1	0.4	-0.7	0.5	1.5	0.1
GPR7 antagonist	-19	0	-10	0	x	-1	18	-7
OXTR potentiate	5	-7	x	-4	-6	0	-10	-10
OXTR agonist	-2.4	0.8	x	-2.1	-2.1	0.7	-0.1	0.1
TAAR1 antag	-3	4	6	-13	20	-23	-12	-8
V1R ag counter	-1.3	1.1	x	-1.5	-0.5	0.9	0.5	0.3
CHO-K1 Ca PAM	5	10	22	11	10	14	-5	-18
CHO-K1 Ca antag	-3	-4	-19	-4	1	-1	-10	7

47	Cc1nn(C(C)C(=O)N2CCN(c3ccccn3)CC2)c(=O)c2cc3occc3n12 (stereo not drawn)
48	CC1Cc2cc(/C=C3/SC(N4CCC(C(N)=O)CC4)=NC3=O)ccc2O1 (stereo not drawn)
49	COCC(=O)Nc1cc([N+](=O)[O-])ccc1OC
50	CCOc1cc(CNn2nnnc2N)cc(Cl)c1OCC(=O)NC(C)(C)C
51	Cc1ccc2c(c1)C(=O)C(=O)N2Cc1ccc(F)cc1
52	Cc1cccnc1NC(=O)c1csnn1
53	Cc1ccc(N2C(=O)C(CN3CCOCC3)C2c2ccccc2)cc1 (stereo not drawn)
54	CN(C)c1ccc(CN(C(=O)COc2ccc(Br)cc2)C2CCS(=O)(=O)C2)cc1 (stereo not drawn)
screen / no.	47	48	49	50	51	52	53	54
CHO parental Ca	-12	-14	3	-9	-19	-2	-12	-13
M1 ag parental	0.7	0.4	0.3	0.0	0.7	0.9	11	0.8
GPR7 antagonist	-8	-16	-6	7	x	-8	-17	8
OXTR potentiate	-16	1	2	-4	0	-7	-1	-7
OXTR agonist	-0.6	0.5	1.0	-0.1	-1.9	0.0	-1.1	1.5
TAAR1 antag	3	-16	-14	2	24	-10	-4	13
V1R ag counter	0.5	-1.4	0.1	1.4	-0.9	-0.3	-0.7	0.0
CHO-K1 Ca PAM	20	23	-14	-2	6	13	21	23
CHO-K1 Ca antag	-5	-13	4	4	-2	-6	-3	-12

55	O=C(CSc1ccc([N+](=O)[O-])cc1)Nc1nnc(C2CC2)s1
56	CC(C)CN1CCC(=O)N([C@H](COc2ccccc2)c2ccccc2)CC1
57	Cc1cccc(C(=O)Nc2nccs2)c1[N+](=O)[O-]
58	O=C(NC(=S)N1CCCc2ccccc21)c1ccc(Cl)cc1
59	O=C(CO/N=C/c1ccccc1OC(F)F)N1CCc2ccccc21
screen / no.	55	56	57	58	59
CHO parental Ca	-6	-19	2	-20	-3
M1 ag parental	-0.3	0.1	0.5	1.9	1.0
GPR7 antagonist	x	19	-8	-7	-8
OXTR potentiate	5	-8	-7	-7	-6
OXTR agonist	2.4	-1.4	0.6	-1.0	-1.4
TAAR1 antag	9	-5	5	-15	7
V1R ag counter	1.4	-1.0	1.2	-0.3	-0.1
CHO-K1 Ca PAM	9	13	22	23	12
CHO-K1 Ca antag	2	-15	-5	-16	-6
